Screens deposited in PubChem by The Scripps Research Institute Molecular Screening Center.
proKLK7 act: proKLK7 zymogen activators, primary screen, biochemical, fluorescence intensity; Kallikrein-7 (Homo sapiens), P49862; purified proKLK7, EDANS-DABCYL substrate fluorescence; 100% is mature enzyme control, 0% vehicle; activation, % at 7 µM; 0.9% of 370,000 active;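 active = activation above the mean of all tested compounds plus 3 SD, computed per campaign excluding outliers beyond control limits, cut at about 13% in these data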
DDE Tn6 FP inh: inhibitors of Tn6 peptide binding to fibrin DD(E), primary screen, biochemical, fluorescence polarization, human fibrin, Tn6 probe; Fibrin DD(E) TRITC-Tn6 fluorescence polarization displacement; AID 720509, 2013; inhibition, % at 8.3 µM; Fibrinogen beta chain (Homo sapiens), P02675; 0.21% of 370,000 active;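 active = inhibition above a per-campaign cutoff: mean of compounds within control limits plus 3 SD, cut at about 15% in these data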;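 note: 0% = median of all compound wells on the plate and 100% = blocking peptide control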
ARFGAP1 inh: inhibitors of rat ARFGAP1 GAP activity, primary screen, biochemical, fluorescence polarization, GDP tracer | ADP-ribosylation factor GTPase-activating protein 1 (Rattus norvegicus), Q62848 | Arfgap1-stimulated ARF1 GTP hydrolysis, GDP FP detection | inhibition, % at 16.5 µM | 0.26% of 360,000 active | AID 651572, 2012;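 active = inhibition above a per-plate limit, mean inhibition of low control wells plus 3 SD, cut at about 25% in these data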;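 note: 0% = DMSO wells with enzyme and 100% = wells lacking Arfgap1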
Target sequence (Q62848 1-136 limits assumed): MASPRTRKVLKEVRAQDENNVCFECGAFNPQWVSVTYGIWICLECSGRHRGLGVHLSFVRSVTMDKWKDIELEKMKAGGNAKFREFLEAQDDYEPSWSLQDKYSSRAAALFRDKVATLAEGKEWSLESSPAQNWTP
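material = rat Arfgap1 catalytic domain, aa 1-136 | also added = human ARF1(Δ1-17)-GTP substrate | compound dosing = one concentration, 16.5 µM, DMSO 1.26% | times = GTP hydrolysis reaction 2 h at 25 °C | measured by = FP, GDP Alexa 633 tracer displaced from anti-GDP antibody, 620/688 nm | evaluation = percent inhibition of Arfgap1-stimulated GTP hydrolysis | replication = single well per compound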
TDP2 inh: human TDP2 enzyme inhibitors, primary screen, biochemical, epi absorbance, recombinant enzyme; inhibition, % at 12.8 µM; T5PNP hydrolysis, p-nitrophenol absorbance 415 nm; Tyrosyl-DNA phosphodiesterase 2 (Homo sapiens), O95551; 0.34% of 370,000 active; AID 720702, 2013;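 active = inhibition above the mean of all tested compounds plus 3 SD, set per campaign, cut at about 25% in these data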;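 note: 0% = DMSO with enzyme and 100% = buffer with substrate but no TDP2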
Target sequence (O95551 whole entry, looked up): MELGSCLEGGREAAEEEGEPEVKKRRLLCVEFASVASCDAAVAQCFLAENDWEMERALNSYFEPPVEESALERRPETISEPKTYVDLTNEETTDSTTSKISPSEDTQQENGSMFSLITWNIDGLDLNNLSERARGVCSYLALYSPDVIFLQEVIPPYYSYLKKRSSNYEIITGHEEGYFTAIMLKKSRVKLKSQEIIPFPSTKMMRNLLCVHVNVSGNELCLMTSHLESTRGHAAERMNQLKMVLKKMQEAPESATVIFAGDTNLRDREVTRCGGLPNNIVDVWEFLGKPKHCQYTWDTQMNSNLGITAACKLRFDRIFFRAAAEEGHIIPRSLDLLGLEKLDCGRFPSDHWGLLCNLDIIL
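Assay system: recombinant human TDP2 / Reagent: T5PNP substrate at 5 mM, a TopII-DNA adduct mimic / Measured by: epi absorbance from released p-nitrophenol / Evaluation: % inhibition relative to enzyme-containing and enzyme-free wells / Control set: enzyme-free and DMSO wells / Replicates: each compound tested once, singlicate / Schedule: enzyme reaction with compound for 2 h at 37 °C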
ADAM10 inh: human ADAM10 inhibitors, primary screen, biochemical, QFRET, HTS; recombinant ADAM10, EDANS/DABCYL FRET peptide cleavage, 3 h; AID 720582, 2013; 0.62% of 370,000 active; inhibition, % at 7 µM;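 active = inhibition above a per-campaign cutoff equal to the mean of compounds falling between control-based bounds plus 3 SD, cut at about 20% in these data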;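 note: 0% = DMSO wells while the 100% control is not disclosed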
Target sequence (O14672 214-748 limits assumed): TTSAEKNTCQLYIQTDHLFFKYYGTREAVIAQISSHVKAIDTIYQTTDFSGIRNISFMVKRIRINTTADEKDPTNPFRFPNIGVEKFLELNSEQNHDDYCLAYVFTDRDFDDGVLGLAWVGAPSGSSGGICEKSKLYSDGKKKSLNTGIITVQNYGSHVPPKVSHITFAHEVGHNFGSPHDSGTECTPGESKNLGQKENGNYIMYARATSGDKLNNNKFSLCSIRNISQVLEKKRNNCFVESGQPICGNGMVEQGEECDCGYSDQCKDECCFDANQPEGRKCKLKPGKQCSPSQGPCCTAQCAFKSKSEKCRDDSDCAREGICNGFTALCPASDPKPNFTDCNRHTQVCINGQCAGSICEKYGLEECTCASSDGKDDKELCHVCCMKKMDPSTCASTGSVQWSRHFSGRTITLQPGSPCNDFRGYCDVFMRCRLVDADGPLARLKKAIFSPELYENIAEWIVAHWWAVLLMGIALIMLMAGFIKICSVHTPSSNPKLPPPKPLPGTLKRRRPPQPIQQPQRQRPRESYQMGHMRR
ASAP1 inh: inhibitors of human ASAP1 ArfGAP activity, primary screen, biochemical, fluorescence polarization; Arf-GAP with SH3 domain, ANK repeat and PH domain-containing protein 1 (Homo sapiens), …; ASAP1-stimulated ARF1 GTP hydrolysis, GDP FP detection; inhibition, % at 16.5 µM; 0.19% of 360,000 active; AID 624377, 2012; in the data active = inhibition above about 25%;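 note: 0% = vehicle with enzyme and substrate and 100% = no enzyme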
LEDGF integ inh: blockers of LEDGF/p75-dependent integrase strand transfer – biochemical, TR-FRET, high throughput, primary screen; AID 743269, 2014; HIV-1 integrase (with human LEDGF/p75); inhibition, % at 3.7 µM; TR-FRET IN-LEDGF/p75 DNA integration, Eu/Cy5; 0.64% of 370,000 active;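 active = inhibition above the screen-wide mean plus 3 SD, cut at about 13% in these data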;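 note: signal is the Cy5 over europium emission ratio at 671 and 618 nm; 0% = plate median of compound wells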
DDE Tn7 FP inh: inhibitors of Tn7 peptide binding to fibrin DD(E), primary screen, biochemical, fluorescence polarization, human fibrin, Tn7 probe. Fibrinogen beta chain (Homo sapiens), P02675. FP displacement of FITC-Tn7 peptide from fibrin DD(E); 0% = median of compound wells per plate. inhibition, % at 8.3 µM. 0.13% of 370,000 active. AID 720508, 2013;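 active = inhibition above the mean of compounds falling within the control limits plus 3 SD of them, cut at about 14% in these data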;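 note: 0% = plate median of compound wells and 100% = 10 µM Aha-Tn7 peptide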
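Assay system: Human clot-derived fibrin DD(E) complex | Buffer or medium: Tris/NaCl/CaCl2 buffer, pH 7.8 | Repeats: One replicate per compound | Benchmarks: Aha-Tn7 high control | Measure: % inhibition scaled between sample-field median and high-control FP | Schedule: 10 min plus 3 h, room temperature | Signal: Fluorescence polarization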
ADAM17 inh: ADAM17 inhibitors, primary screen, biochemical, QFRET | AID 720648, 2013 | inhibition, % at 6.95 µM | Disintegrin and metalloproteinase domain-containing protein 17 (Homo sapiens), P78536 | recombinant ADAM17, EDANS/DABCYL FRET peptide cleavage | 0.83% of 370,000 active;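 active = inhibition above the mean of compounds lying between control limits plus 3 SD, set per campaign, cut at about 8.5% in these data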;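 note: 0% = DMSO-only wells as the low control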
PLC-gamma1 inh: PLC-gamma1 enzyme inhibitors, primary screen, biochemical, fluorescence, purified enzyme; 1-phosphatidylinositol 4,5-bisphosphate phosphodiesterase gamma-1 (Homo sapiens), P19174; fluorogenic substrate; inhibition, % at 12.2 µM; 0.84% of 370,000 active; AID 720700, 2013; in the data active = inhibition above about 9.5%
The depositor's hits bear a star; & = joins results of further samples. Hits appear at their usual frequency; about 4.2% have a hit in one of these screens.

Results for CN(C)C(=O)c1cc(Br)ccc1Cl ?
proKLK7 act: -0.6; DDE Tn6 FP inh: -5; ARFGAP1 inh: -10; TDP2 inh: -7; ADAM10 inh: 8; ASAP1 inh: 3; LEDGF integ inh: 3; DDE Tn7 FP inh: -3; ADAM17 inh: 1; PLC-gamma1 inh: 5

How did Cc1ccc(S(=O)(=O)N2CCCCC2)cc1NC(=O)C1CC(=O)N(Cc2ccco2)C1 (stereo unspecified) do in these assays?
proKLK7 act: 0.0; DDE Tn6 FP inh: 5; ARFGAP1 inh: 1; TDP2 inh: -6; ADAM10 inh: -1; ASAP1 inh: 5; LEDGF integ inh: 5; DDE Tn7 FP inh: 1; ADAM17 inh: 0; PLC-gamma1 inh: 0

Results for CCN(CC)S(=O)(=O)c1cccc(NC(=O)COc2ccc(Cl)cc2Br)c1 ?
proKLK7 act: -0.2; DDE Tn6 FP inh: 1; ARFGAP1 inh: 6; TDP2 inh: -1; ADAM10 inh: 5; ASAP1 inh: -14; LEDGF integ inh: 1; DDE Tn7 FP inh: 0; ADAM17 inh: -1; PLC-gamma1 inh: -3

What do the screens show for `OC(CSc1nnnn1-c1ccccc1)Cn1c2ccccc2c2ccccc21` (stereo unspecified)?
proKLK7 act: -0.1; DDE Tn6 FP inh: 0; ARFGAP1 inh: 10; TDP2 inh: -9; ADAM10 inh: 7; ASAP1 inh: 9; LEDGF integ inh: -1; DDE Tn7 FP inh: 3; ADAM17 inh: 11*; PLC-gamma1 inh: -1

Results for COC(=O)c1c(NC(=O)COC(=O)Cn2cnc3ccccc32)sc(C)c1C ?
proKLK7 act: 0.2; DDE Tn6 FP inh: 0; ARFGAP1 inh: -2; TDP2 inh: -10; ADAM10 inh: -5; ASAP1 inh: 0; LEDGF integ inh: -4; DDE Tn7 FP inh: -7; ADAM17 inh: -1; PLC-gamma1 inh: -1

Results for Cc1ccccc1NC(=S)N1CCOCC1 ?
proKLK7 act: -0.7; DDE Tn6 FP inh: 3; ARFGAP1 inh: 4; TDP2 inh: 5; ADAM10 inh: 3; ASAP1 inh: -4; LEDGF integ inh: 2; DDE Tn7 FP inh: -4; ADAM17 inh: 3; PLC-gamma1 inh: 5

What do the screens show for `Cc1ccc(NC(=O)Cn2c(=O)c3cccn3c3ccccc32)c(Cl)c1`?
proKLK7 act: -0.4; DDE Tn6 FP inh: 0; ARFGAP1 inh: 3; TDP2 inh: 0; ADAM10 inh: -4; ASAP1 inh: -1; LEDGF integ inh: 1; DDE Tn7 FP inh: 0; ADAM17 inh: 0; PLC-gamma1 inh: -5

What do the screens show for `CCN(CC)C(=O)C1=C(C)N(Cc2ccc(F)cc2)C(=O)C(CC(=O)NCCCN(C)C)C1` (stereo unspecified)?
proKLK7 act: 0.4; DDE Tn6 FP inh: 7; ARFGAP1 inh: 3; TDP2 inh: -1; ADAM10 inh: -7; ASAP1 inh: -5; LEDGF integ inh: 2; DDE Tn7 FP inh: 1; ADAM17 inh: -2; PLC-gamma1 inh: 1

How did COc1ccc(N/C(=C2\CCCC2=O)C2CCCCC2)cc1 do in these assays?
proKLK7 act: -0.1; DDE Tn6 FP inh: 2; ARFGAP1 inh: 2; TDP2 inh: 3; ADAM10 inh: -9; ASAP1 inh: 0; LEDGF integ inh: -4; DDE Tn7 FP inh: -3; ADAM17 inh: -2; PLC-gamma1 inh: 0

How did CCCCn1cnc2c(=S)nc(N)[nH]c21 do in these assays?
proKLK7 act: 0.7; DDE Tn6 FP inh: 1; ARFGAP1 inh: 18; TDP2 inh: 9; ADAM10 inh: 5; ASAP1 inh: -2; LEDGF integ inh: 4; DDE Tn7 FP inh: -3; ADAM17 inh: 0; PLC-gamma1 inh: 4

How did Cc1ccccc1NC(=O)/C(C#N)=C/c1ccc(-c2ccc(Cl)c(C(=O)O)c2)o1 do in these assays?
proKLK7 act: 0.2; DDE Tn6 FP inh: 3; ARFGAP1 inh: 4; TDP2 inh: 3; ADAM10 inh: -6; ASAP1 inh: 3; LEDGF integ inh: -1; DDE Tn7 FP inh: 2; ADAM17 inh: -5; PLC-gamma1 inh: -19

What do the screens show for `O=C(CCc1nnc2ccc(NCc3ccco3)nn12)Nc1cc(F)ccc1F`?
proKLK7 act: 0.2; DDE Tn6 FP inh: -3; ARFGAP1 inh: 8; TDP2 inh: -21; ADAM10 inh: 4; ASAP1 inh: 0; LEDGF integ inh: 2; DDE Tn7 FP inh: -7; ADAM17 inh: -1; PLC-gamma1 inh: 1

How did O=C(O)c1ccc(N2C(=O)CSC2=S)cc1 do in these assays?
proKLK7 act: 0.0; DDE Tn6 FP inh: -2; ARFGAP1 inh: -16; TDP2 inh: 4; ADAM10 inh: -4; ASAP1 inh: -2; LEDGF integ inh: -3; DDE Tn7 FP inh: -2; ADAM17 inh: -3; PLC-gamma1 inh: 1

How did COc1cccc(/C=C/C(=O)Nc2ccc(N3CCOCC3)cc2)c1OC do in these assays?
proKLK7 act: -0.7; DDE Tn6 FP inh: 8; ARFGAP1 inh: -2; TDP2 inh: 0; ADAM10 inh: -3; ASAP1 inh: 12; LEDGF integ inh: -4; DDE Tn7 FP inh: 3; ADAM17 inh: -5; PLC-gamma1 inh: 0

What do the screens show for `CCC(=O)c1ccc(OC)c(OC)c1OCc1ccccc1`?
proKLK7 act: -0.3; DDE Tn6 FP inh: 2; ARFGAP1 inh: -7; TDP2 inh: 10; ADAM10 inh: -2; ASAP1 inh: -10; LEDGF integ inh: 0; DDE Tn7 FP inh: 10; ADAM17 inh: -3; PLC-gamma1 inh: 1

How did CC1CCc2[nH]c3ccc(C(=O)N(C)CC(=O)Nc4cccc(F)c4)cc3c2C1 (stereo unspecified) do in these assays?
proKLK7 act: 2.4; DDE Tn6 FP inh: -6; ARFGAP1 inh: 28*; TDP2 inh: -14; ADAM10 inh: 9; ASAP1 inh: 6; LEDGF integ inh: 6; DDE Tn7 FP inh: -9; ADAM17 inh: 4; PLC-gamma1 inh: -5

How did O=C(c1ccccc1NS(=O)(=O)c1ccc(F)cc1)N1CCOCC1 do in these assays?
proKLK7 act: -0.8; DDE Tn6 FP inh: 5; ARFGAP1 inh: 5; TDP2 inh: 8; ADAM10 inh: -9; ASAP1 inh: -1; LEDGF integ inh: -2; DDE Tn7 FP inh: 10; ADAM17 inh: -5; PLC-gamma1 inh: -1

How did COC(=O)c1cccc(NC(=O)CC2C(=O)NCCN2C(=O)Nc2cc(C)cc(C)c2)c1 (stereo unspecified) do in these assays?
proKLK7 act: 0.2; DDE Tn6 FP inh: -8; ARFGAP1 inh: -2; TDP2 inh: 0; ADAM10 inh: 2; ASAP1 inh: -2; LEDGF integ inh: -6; DDE Tn7 FP inh: 6; ADAM17 inh: -1; PLC-gamma1 inh: -1

Results for Cc1cc(S(=O)(=O)NC(C)c2nnc3ccccn23)ccc1Br (stereo unspecified) ?
proKLK7 act: -0.5; DDE Tn6 FP inh: 0; ARFGAP1 inh: -5; TDP2 inh: -14; ADAM10 inh: -15; ASAP1 inh: 6; LEDGF integ inh: -5; DDE Tn7 FP inh: 0; ADAM17 inh: 0; PLC-gamma1 inh: -2

What do the screens show for `Cc1ccc(NC(=S)C2=C(O)c3sccc3N(C)S2(=O)=O)cc1`?
proKLK7 act: 0.1; DDE Tn6 FP inh: -1; ARFGAP1 inh: -4; TDP2 inh: 13; ADAM10 inh: -1; ASAP1 inh: -4; LEDGF integ inh: 2; DDE Tn7 FP inh: -3; ADAM17 inh: -4; PLC-gamma1 inh: -33

Results for c1ccc(CNC2=NCCC2)nc1 ?
proKLK7 act: 0.0; DDE Tn6 FP inh: 0; ARFGAP1 inh: -7; TDP2 inh: -5; ADAM10 inh: 8; ASAP1 inh: -6; LEDGF integ inh: -2; DDE Tn7 FP inh: 1; ADAM17 inh: -2; PLC-gamma1 inh: 0

How did Nc1cccc(NC(=O)c2cccs2)c1 do in these assays?
proKLK7 act: -0.3; DDE Tn6 FP inh: 0; ARFGAP1 inh: -3; TDP2 inh: -1; ADAM10 inh: -4; ASAP1 inh: -17; LEDGF integ inh: -1; DDE Tn7 FP inh: -3; ADAM17 inh: -3; PLC-gamma1 inh: 1

Results for CCOC(=O)C1=C(C)NC(C)=C(C(=O)OCC)C1C(=O)OCC(=O)N1c2ccccc2CC1C (stereo unspecified) ?
proKLK7 act: 1.2&0.2; DDE Tn6 FP inh: 12&3; ARFGAP1 inh: -18&18; TDP2 inh: -3&-8; ADAM10 inh: -95&-64; ASAP1 inh: 2&-1; LEDGF integ inh: -1&-1; DDE Tn7 FP inh: 8&-3; ADAM17 inh: -23&-7; PLC-gamma1 inh: -60&-69

How did COc1ccc(-c2[nH]ncc2CNC(C)c2ccccc2Cl)cc1F (stereo unspecified) do in these assays?
proKLK7 act: 0.1; DDE Tn6 FP inh: -1; ARFGAP1 inh: 0; TDP2 inh: -13; ADAM10 inh: 5; ASAP1 inh: -1; LEDGF integ inh: 6; DDE Tn7 FP inh: -3; ADAM17 inh: -2; PLC-gamma1 inh: 1

What do the screens show for `[N-]=C=C1C(=S)NC(=O)[C@H]([n+]2ccccc2)[C@H]1c1ccc(Cl)cc1`?
proKLK7 act: -0.4; DDE Tn6 FP inh: 7; ARFGAP1 inh: -1; TDP2 inh: 15; ADAM10 inh: -3; ASAP1 inh: 14; LEDGF integ inh: -1; DDE Tn7 FP inh: 3; ADAM17 inh: -4; PLC-gamma1 inh: -23
